# Bioassay records (PubChem BioAssay)
# GAA glycogen: GAA glycogen-cleavage inhibition or activation; 0.38% of 300,000 active; Potency, µM (highest dose often 76.4 µM), inactives show at the highest dose activity change, negative = inhibition, most hits filed as inhibitors; P10253; recombinant GAA, glycogen substrate, Amplex Red glucose oxidase fluorescence; active means well fitted inhibition curve with a large enough effect; inconclusive means small, poorly fitted or top-dose-only effect, or another doubt; inactive means no such curve, though single readings can be large or run the other way;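 further: 0% = full enzyme reaction and -100% = no-enzyme basal signal; the screen sought inhibitors and activators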
#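 qHTS, 1536-well; enzyme 4 nM final; cpd up to 77 uM; substrate bovine liver glycogen 30 ug; 50 mM citrate/phosphate pH 5.0, 0.01% Tween-20; 37 C, 40 min; Amplex Red detection 45 min RT; Hill fit → AC50.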
# Active calls of the source: *; ? = inconclusive; [ ] = dose if it differs, or a comment. Potency means the concentration at half of the fitted maximal effect. These rows are one share of the data, so the mix of outcomes need not match the whole.
# Preview, two compounds:
SMILES,GAA glycogen
CC(C)(C)OC(=O)CN1c2cccc3cccc(c23)S1(=O)=O,-2%
CC1CN2C(c3ccc([N+](=O)[O-])cc3)=CSC2=N1 (configuration not stated),-5%[76.3 µM]

# The whole of this part, previewed entries included:
SMILES,GAA glycogen
CC(C)(C)OC(=O)CN1c2cccc3cccc(c23)S1(=O)=O,-2%
CC1CN2C(c3ccc([N+](=O)[O-])cc3)=CSC2=N1 (configuration not stated),-5%[76.3 µM]
Cc1cc2ccccc2cc1CN1CCCCC1,1%[76.3 µM]
CCC(OC(=O)CNS(=O)(=O)c1ccccc1)C(=O)c1ccccc1 (configuration not stated),8%
CCOC(=O)c1cnc2ccc(OC)cc2c1Nc1ccc(N2CCN(C)CC2)cc1,?
COc1ccccc1C(=O)Nc1ccc2nc(SCC(=O)N(C)c3ccccc3)sc2c1,8%[76.3 µM]
CCOC(=O)CN1N=C(c2ccc(Cl)cc2)CCC1=O,2%
COc1ccc(-n2cnc3cc(C(=O)N4CCOCC4)ccc32)cc1,0%[76.3 µM]
CC(C)(C)c1ccc(C(=O)NC(CC(=O)O)c2ccc(OC3CCCC3)cc2)cc1 (configuration not stated),-3%
CCCC[C@]12Cc3c(ccc4ccccc34)C(O1)C1=C(O2)C(=O)c2ccccc2C1=O,-20%[15.3 µM]
O=C(c1ccccc1)c1ccc(OCC(O)CNCc2ccc(Cl)cc2)cc1 (configuration not stated),-11%
CN(c1ccccc1)c1nc(N)c([N+](=O)[O-])c(Nc2ccccc2)n1,1%
CCCn1c(C2CCCN2c2nc(-c3ccc(OC)cc3)cs2)nc2ccccc21 (configuration not stated),-13%[76.3 µM]
CN(C(=O)CN1C(=O)/C(=C/c2ccc(F)cc2)SC1=S)C1CCS(=O)(=O)C1 (configuration not stated),-8%[76.3 µM]
CCc1ccc(NC(=O)CC2C(=O)N(c3ccc(OC)cc3)C(=O)N2CCOC)cc1 (configuration not stated),12%[76.3 µM]
COc1cccc(N(CC(=O)NC2CCCC2)C(=O)Cn2nnc(-c3ccc(C)o3)n2)c1,-4%
O=c1c2ccccc2oc2ccc(Oc3ccccc3)cc12,3%[76.3 µM]
CCN1CCN(CCNC(=O)c2ccc3c(c2)NC(=O)/C(=C\c2ccc(OC)c(OC)c2)S3)CC1,0%[76.3 µM]
O=C(CN1C(=O)c2cccnc2Oc2ccc(Cl)cc21)Nc1ccc(F)cc1,14%[76.3 µM]
CCOc1ccc(NC(=O)c2cccc(NC3=NC4CS(=O)(=O)CC4S3)c2)cc1 (configuration not stated),15%[76.3 µM]
COc1ccc(CCNC(=O)NCc2noc3ccccc23)c(OC)c1,-7%[76.3 µM]
CC1CN(C(=S)Nc2ccc(S(N)(=O)=O)cc2)CC(C)O1 (configuration not stated),-4%[76.3 µM]
Cc1c(C)c2c(OCC(=O)O)cc3c(c2oc1=O)CCC(C)(C)O3,1%
CCN(CC)C(=O)CSc1nc(Cc2ccccc2)nc2ccccc12,3%[76.3 µM]
CCOc1ccccc1NC(=O)Cn1nc(-c2ccco2)ccc1=O,4%
Nc1n[nH]c(N)c1N=Nc1cccc(C(F)(F)F)c1,-7%
CCCCSCCCNC(=O)C1CCC(CNS(=O)(=O)c2ccccc2)CC1 (configuration not stated),5%
O=C(O)CCC(=O)Nc1ccc(S(=O)(=O)c2ccc(NC(=O)CCC(=O)O)cc2)cc1,-4%[76.3 µM]
CC(NC(=O)CN1CCOCC1)c1ccc(F)cc1 (configuration not stated),-4%
CSc1nccc(N/N=C/c2ccccc2)n1,2%
O=C(Nc1ccc(S(=O)(=O)N2CCOCC2)cc1)c1ccc([N+](=O)[O-])cc1Cl,-2%[76.3 µM]
COc1ccc(NC(=O)CCCCCN2C(=O)c3ccccc3C2=O)c(OC)c1,3%[76.3 µM]
Cc1cc(C)nc(NS(=O)(=O)c2ccc(NC(=O)c3nn(-c4ccccc4)ccc3=O)cc2)n1,1%[76.3 µM]
CC1Sc2ccc(S(=O)(=O)CCC(=O)Nc3ccccc3Cl)cc2NC1=O (configuration not stated),-6%[76.3 µM]
COc1ccc(CN(C)C(=O)c2[nH]c(C)c(C(C)=O)c2C)cc1F,10%[76.3 µM]
COc1ccc(CCNC(=O)c2cc(S(=O)(=O)N3CCCC3)cn2C)cc1OC,-3%[76.3 µM]
CS(=O)(=O)N1CCN(c2ccccc2NC(=O)c2ccc3c(c2)OCCO3)CC1,6%
Cc1c(NC(=O)Nc2cccc(Cl)c2Cl)c(=O)n(-c2ccccc2)n1C,-2%[76.3 µM]
CCc1noc(C)c1C(=O)N1CCCC(N2CCN(c3cccc(Cl)c3)CC2)C1 (configuration not stated),8%[76.3 µM]
O=C1NC2(CCCCCC2)C(=O)N1Cc1ccccc1Cl,3%

# In the list so far, 3 have a nitro group on carbon:
SMILES,GAA glycogen
CC1CN2C(c3ccc([N+](=O)[O-])cc3)=CSC2=N1 (configuration not stated),-5%[76.3 µM]
CN(c1ccccc1)c1nc(N)c([N+](=O)[O-])c(Nc2ccccc2)n1,1%
O=C(Nc1ccc(S(=O)(=O)N2CCOCC2)cc1)c1ccc([N+](=O)[O-])cc1Cl,-2%[76.3 µM]

# 7 of the compounds above, with the structure last:
GAA glycogen,Structure
4%,CCOc1ccccc1NC(=O)Cn1nc(-c2ccco2)ccc1=O
10%[76.3 µM],COc1ccc(CN(C)C(=O)c2[nH]c(C)c(C(C)=O)c2C)cc1F
-6%[76.3 µM],CC1Sc2ccc(S(=O)(=O)CCC(=O)Nc3ccccc3Cl)cc2NC1=O (configuration not stated)
6%,CS(=O)(=O)N1CCN(c2ccccc2NC(=O)c2ccc3c(c2)OCCO3)CC1
1%[76.3 µM],Cc1cc(C)nc(NS(=O)(=O)c2ccc(NC(=O)c3nn(-c4ccccc4)ccc3=O)cc2)n1
-4%[76.3 µM],CC1CN(C(=S)Nc2ccc(S(N)(=O)=O)cc2)CC(C)O1 (configuration not stated)
-2%[76.3 µM],O=C(Nc1ccc(S(=O)(=O)N2CCOCC2)cc1)c1ccc([N+](=O)[O-])cc1Cl

# (next part)
SMILES,GAA glycogen
Cc1cccc(CNC(=O)C2CCCN(c3nn4c(=O)cc(C)nc4s3)C2)c1 (configuration not stated),2%[76.3 µM]
O=C(C[n+]1ccccn1)c1ccccc1,0%[76.3 µM]
Cc1ccc(CCNC(=O)C2CCC(=O)N(CC3CCCCC3)C2)cc1 (configuration not stated),-1%[76.3 µM]
Cc1ccc(CC(=O)Nc2nccs2)cc1,1%[76.3 µM]
Cc1ccc(C)c(N(C(=O)c2csnn2)C(C(=O)NC2CCCCC2)c2ccncc2)c1 (configuration not stated),5%
O=C(CNC(=O)c1ccccc1F)c1ccc(Br)cc1,1%
O=C(c1cc(-c2ccc(Cl)cc2)on1)N1CCCCCC1,-1%
O=c1cc(Cl)c(-c2ccccc2)nn1Cc1ccc(Cl)cc1,-6%
Cc1ccc(C(=O)NC2CCCC2)s1,-2%[76.3 µM]
CCCN(C(=O)CCNC(=O)Cn1cnc2ccccc2c1=O)c1cccc(Cl)c1,7%[76.3 µM]
COc1cccc(COc2ccc(N(C)S(=O)(=O)c3ccccc3)cc2)c1,2%
C=CCNC(=O)CSc1nc2sccc2c(=O)n1-c1ccccc1,-3%[76.3 µM]
COc1ccc(C(=O)C2CCCN(C(=O)c3ccnn3C)C2)cc1OC (configuration not stated),-7%[76.3 µM]
O=C(CCNC(=O)C1CCN(S(=O)(=O)c2ccc(F)cc2)CC1)NCCc1ccc(Cl)cc1,2%[76.3 µM]
COc1ccc(C)cc1NC(=O)N(C(C)C)C1CCN(C(C)=O)CC1,-17%[76.3 µM]
CCc1ccccc1N1CC(c2nnc(NC(=O)c3ccco3)s2)CC1=O (configuration not stated),1%[76.3 µM]
CCOc1ccc(-c2nnc(SCC(=O)N3CCCC3)o2)cc1,-1%
CCc1ccc(N2CC(C(=O)Nc3ccc(F)cc3)CC2=O)cc1 (configuration not stated),14%
CCOc1ccc(/C=N/Nc2ccc(Cl)nn2)c(O)c1,-18%[76.3 µM]
COc1ccc(C(=O)COc2ccc3ccc(=O)oc3c2)c(OC)c1,2%[76.3 µM]
Cc1cc(C)n(C(=O)c2ccc(C)c(Br)c2)n1,1%
COC(=O)Nc1ccc(SCC(=O)c2cccc([N+](=O)[O-])c2)cc1,-4%[76.3 µM]
CC(C)c1ccc(NC2CCCN(C(=O)c3cnc4ccccn4c3=O)C2)cc1 (configuration not stated),-1%[76.3 µM]
C=CCN(Cc1ccco1)S(=O)(=O)c1ccc(Cl)cc1,1%[76.3 µM]
CC1Sc2ccc(S(=O)(=O)CCC(=O)NC3CCCCC3C)cc2NC1=O (configuration not stated),1%[76.3 µM]
O=[N+]([O-])c1cc(-c2nc(-c3ccccc3)no2)ccc1N1CCCCC1,1%[76.3 µM]
CN1CCC(NC(=O)CCc2ccccc2)CC1,13%[76.3 µM]
CCOc1ccc(-c2csc3nc[nH]c(=O)c23)cc1,-12%[76.3 µM]
OC(COc1ccc(Cl)cc1Cl)Cn1ccnc1 (configuration not stated),1%
Cc1c(CN2CCC(C(=O)Nc3cccc(-c4cccc(Cl)c4)c3)CC2)cnn1C,-5%[76.3 µM]
Cc1cccc(OCC(=O)NC2CCCC2)c1,-6%[76.3 µM]
O=C(Nc1ccccc1)C(=O)c1c[nH]c2ccccc12,-5%[76.3 µM]
Cc1cc(C)cc(NC(=O)c2cc(C)nc3ccccc23)c1,-10%[76.3 µM]
COc1ccc(C(C(=O)NCC2CCCO2)N(C(=O)CNC(=O)c2ccco2)c2ccc(C)c(C)c2)cc1OC (configuration not stated),-12%
CCOc1ccc(CN2CCNC(=O)C2CC(=O)NCCCC2CCCC2)cc1 (configuration not stated),-1%[76.3 µM]
Cc1ccc(-c2ccnc3cc(C)nn23)cc1,-1%
CCOc1ccc(-c2ccc(NS(=O)(=O)c3ccc([N+](=O)[O-])cc3)cc2)nn1,-6%[76.3 µM]
O=C(Nc1cccc(F)c1)N1CCN(C(=O)c2ccco2)CC1,-8%[76.3 µM]
CCOC(=O)C1(CCOC)CCN(C(=O)c2ccc(CSC)o2)CC1,-2%[76.3 µM]
O=C(NCc1ccccc1)C(c1ccccc1F)N(C(=O)c1csnn1)C1CCCC1 (configuration not stated),2%
CSCC[C@H](NC(=O)[C@@H]1CSC2c3ccccc3C(=O)N21)C(=O)NCc1ccco1 (some centres not stated),-3%[76.3 µM]
COCCNC(=O)c1ccc2c(c1)nc(C)n2-c1cccc(Cl)c1,4%
COc1cc(-c2nc(C(=O)NCC3CCCO3)cc3c2[nH]c2ccccc23)cc(OC)c1OC (configuration not stated),-19%[76.3 µM]
CC(C)c1ccc(Nc2nc(Cl)nc(Cl)n2)cc1,8%[76.3 µM]
CCN(CC)/C(=N\S(=O)(=O)c1ccc(F)cc1)c1ccccc1,-10%
CCOC(=O)c1c(NC(=O)c2ccccc2C(=O)O)sc2c1CCCC2,2%[76.3 µM]
O=C(Nc1ccccc1F)c1ccc2ncsc2c1,3%
COc1ccc2cc(CCNC(=O)c3cc4ccccc4o3)c(=O)[nH]c2c1,-4%[76.3 µM]
CCn1c(=O)c2sccc2n2c(CCCC(=O)N3CCN(c4ccc(OC)cc4)CC3)nnc12,-4%[76.3 µM]
O=C(Nc1ccc(F)cc1)c1ccc2c(=O)n(CC3CCCO3)c(=S)[nH]c2c1 (configuration not stated),7%[76.3 µM]
CN(C)c1ccc(Nc2cc(Cl)ncn2)cc1,-23%[76.3 µM]
COc1cccc(CNC(=O)CCC2CCCN(C(=O)c3ccccc3N(C)C)C2)c1 (configuration not stated),-6%[76.3 µM]
Fc1ccc2[nH]c3c(NCc4ccccc4)ncnc3c2c1,?
CC(C)n1nnnc1SCC(=O)Nc1ccccc1F,-1%[76.3 µM]
O=C(NC(=S)Nc1ccc2oc(=O)ccc2c1)c1cccc(F)c1,1%[76.3 µM]
CC(C)C(NC(=O)CN1C(=O)c2ccccc2C1=O)c1ccccc1 (configuration not stated),0%
CC1Cc2cc(S(=O)(=O)N3CCN(c4ccc(Cl)cc4)CC3)ccc2N1C(=O)C1CC1 (configuration not stated),3%[76.3 µM]
O=C(CCN1C(=O)/C(=C/c2ccc(F)cc2)SC1=S)Nc1cccnc1,-7%
COc1ccc(OC)c(C2C(C#N)=C(N)N(N(C)C)C3=C2C(=O)CC(C)(C)C3)c1 (configuration not stated),-3%
COc1ccc(N(CC(=O)NCCSCc2ccccc2Cl)S(C)(=O)=O)cc1Cl,-6%[76.3 µM]

# Structures listed so far containing bromine:
SMILES,GAA glycogen
O=C(CNC(=O)c1ccccc1F)c1ccc(Br)cc1,1%
Cc1cc(C)n(C(=O)c2ccc(C)c(Br)c2)n1,1%

# Later entries:
SMILES,GAA glycogen
CCC(=O)Nc1cc(-c2nc3ncccc3o2)ccc1Cl,0%[76.3 µM]
COc1ccc(CCNC(=O)NCCc2c[nH]c3ccccc23)cc1OC,4%
CC(C)CN1C(Nc2ccccc2)=NC[C@@H]1C,-1%[76.3 µM]
O=C(Cn1cc(SCc2ccc(C(F)(F)F)cc2)c2ccccc21)N1CCCCC1,0%[76.3 µM]
COc1ccc(NC(=O)CCNS(=O)(=O)c2cc(Br)ccc2Br)cc1S(N)(=O)=O,-2%
Cc1cccc(/C=N/n2c(-c3ccccc3)n[nH]c2=S)c1O,?
COc1ccc(C(=O)Nc2ccc(C3(C#N)CCCC3)cc2)cc1OC,-1%[76.3 µM]
NC(=O)CC(NC(=O)Cc1ccc(Cl)cc1)c1ccc(N2CCC(Cc3ccccc3)CC2)c([N+](=O)[O-])c1 (configuration not stated),-3%[76.3 µM]
Cc1ccc(C(=O)COC(=O)C(C)N2C(=O)C3C4CCC(C4)C3C2=O)cc1C (configuration not stated),1%[76.3 µM]
O=C(NNS(=O)(=O)c1cc(Cl)c(Cl)cc1Cl)c1cccnc1,5%[76.3 µM]
Oc1cccc(/C=C/c2ccc3cccc(O)c3n2)c1,-1%
Cc1cccc(NC(=O)CSCC(=O)Nc2cc(Cl)ccc2N2CCN(C)CC2)c1,-2%[76.3 µM]
